Screens: PubChem BioAssay, several laboratories
PG9 Ab binder = PG9 antibody binding by small molecule. TR-FRET gp120-PG9 antibody binding. inhibition, % at 6.7 µM. 360,000 tested, 0.43% active. AID 624416; in the data active = inhibition above about 8.5%
HTRA1 inhibitor = HTRA1 (human) protease inhibition; recombinant HTRA1, FP-rhodamine activity-based probe, fluorescence polarization; inhibition, % at 5.96 µM; 340,000 tested, 0.5% active; AID 504803; in the data active = inhibition above about 36%;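 note: 0% = enzyme with DMSO and 100% = wells lacking enzyme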
ABHD4 inh = ABHD4 (mouse) inhibition, primary FP screen; 370,000 tested, 0.54% active; Q8VD66; inhibition, % at 8.92 µM; AID 720543; purified mABHD4, FP-Rh probe fluorescence polarization;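 active = inhibition exceeding the mean over every tested compound plus 3 SD, cut at about 30% in these data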;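 note: 0% = plate median of compound wells and 100% = S159A mutant with DMSO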
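Test system: mouse ABHD4 enzyme, wild type. Reagent: FP-Rh fluorescent activity-based probe, added after compound pre-incubation. Timing: pre-incubation 45 min, probe exposure 60 min, at 25 °C. Technique: FP readout, ex 525 nm / em 598 nm. Benchmarks: high control S159A mutant with DMSO, low control median of compound wells.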
TCR CD3 inh = inhibitors of human TCR-CD3 interaction; 360,000 tested, 0.37% active; inhibition, % at 9.4 µM; TAMRA-labeled TCR probe fluorescence, biochemical; in the data active = inhibition above about 19%;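 note: recombinant mutant TCR 2C K166C tagged with TAMRA read by polarization; 0% = receptor in buffer alone and 100% = receptor with positive control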
UHRF1 binding = blocks human UHRF1 binding to methylated DNA; 370,000 tested, 0.75% active; inhibition, % at 4.4 µM; UHRF1 binding to methylated oligo, TR-FRET; in the data active = inhibition above about 21%;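 note: UHRF1 SRA domain binding a hemimethylated CpG hairpin DNA probe; 0% = median of test compound wells and 100% = reference inhibitor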
Target sequence (Q96T88 whole entry, looked up, the tested form may be a part): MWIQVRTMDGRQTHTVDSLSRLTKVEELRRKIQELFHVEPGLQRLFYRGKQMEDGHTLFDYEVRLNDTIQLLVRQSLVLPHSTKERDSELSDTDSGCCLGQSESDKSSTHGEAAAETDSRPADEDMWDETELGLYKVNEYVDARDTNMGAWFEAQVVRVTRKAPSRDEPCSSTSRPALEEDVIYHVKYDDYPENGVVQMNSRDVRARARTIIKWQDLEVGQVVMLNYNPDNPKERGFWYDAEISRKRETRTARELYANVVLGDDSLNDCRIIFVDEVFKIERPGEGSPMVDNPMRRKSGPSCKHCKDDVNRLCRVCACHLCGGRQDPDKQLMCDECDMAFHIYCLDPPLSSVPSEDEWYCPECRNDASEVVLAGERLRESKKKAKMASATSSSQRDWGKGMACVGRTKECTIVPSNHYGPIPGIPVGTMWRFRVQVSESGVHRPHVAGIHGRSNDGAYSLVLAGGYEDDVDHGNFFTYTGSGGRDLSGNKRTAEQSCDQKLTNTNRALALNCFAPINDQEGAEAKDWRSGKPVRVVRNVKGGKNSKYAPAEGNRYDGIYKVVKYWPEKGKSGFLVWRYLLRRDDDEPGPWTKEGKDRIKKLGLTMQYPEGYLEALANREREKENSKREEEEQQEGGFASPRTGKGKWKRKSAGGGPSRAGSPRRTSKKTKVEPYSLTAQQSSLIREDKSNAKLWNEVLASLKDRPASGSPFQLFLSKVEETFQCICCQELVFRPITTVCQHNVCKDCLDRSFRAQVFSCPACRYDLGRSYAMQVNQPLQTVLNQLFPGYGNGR
LEDGF integ inh = blocks HIV-1 LEDGF/p75-dependent DNA integration | inhibition, % at 3.7 µM | TR-FRET IN-LEDGF/p75 DNA integration, Eu/Cy5 | 370,000 tested, 0.64% active;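 active = inhibition above the screen-wide mean plus 3 SD, cut at about 13% in these data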;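 note: signal is the Cy5 over europium emission ratio at 671 and 618 nm; 0% = plate median of compound wells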
NR1D1 modulator = modulates human Rev-erb alpha binding to DNA; Rev-erbα–FITC-DNA binding, fluorescence polarization, 90 min; activity, % at 10 µM; P20393; AID 1259318; 370,000 tested, 0.79% active;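 active = activity above about 14%, limit read from the data; passing the limit was not always enough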;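 note: 0% = DMSO wells with 35 nM protein and 100% = DMSO wells with 750 nM protein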
rCAG binder = molecules binding r(CAG) RNA repeats | r(CAG) RNA repeat, TO-PRO-1 dye displacement fluorescence | inhibition, % at 3 µM | 370,000 tested, 1.3% active;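 active = inhibition above the plate cutoff, the mean of all test compounds on that plate plus 3 SD, cut at about 35% in these data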;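 note: 0% = DMSO alone and 100% = 100 µM mitoxantrone as full dye displacement; higher means more dye released from RNA so lower well fluorescence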
PRMT1 FP inh = inhibitors of human PRMT1. Q99873. AID 652257. recombinant PRMT1, activity-based probe fluorescence polarization. 370,000 tested, 1.3% active. inhibition, % at 2.79 µM;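 active = inhibition above about 21% made by adding two undisclosed values, limit read from the data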
MBD2 inh = inhibitors of human MBD2 binding to methylated oligonucleotide; 370,000 tested, 0.31% active; Q9UBB5; inhibition, % at 4.4 µM; TR-FRET; in the data active = inhibition above about 13%
Active calls of the source: *; . = no result given. An excerpt; rates above refer to the full screens.

SMILES | PG9 Ab binder | HTRA1 inhibitor | ABHD4 inh | TCR CD3 inh | UHRF1 binding | LEDGF integ inh | NR1D1 modulator | rCAG binder | PRMT1 FP inh | MBD2 inh
Cc1ccc(Nc2nnc(SCC(=O)Nc3cccnc3Cl)s2)cc1C | -1.8 | -16.6 | -7.9 | 7.2 | -3.2 | 0.2 | -3.2 | 0.7 | -1.1 | -3.9
Cc1cccn2c(=O)c3cc(C(=O)NC4CCCCC4)sc3nc12 | 0.2 | 5.7 | -2.0 | 7.4 | -2.8 | -0.1 | -15.9 | -0.5 | -1.7 | -4.1
CCC(C)(C)NC(=O)CN(C(=O)CCC(=O)Nc1nccs1)c1ccccc1C | 1.2 | -5.2 | 5.3 | 3.0 | 3.0 | 2.4 | 3.2 | -11.2 | -1.2 | -1.9
COc1ccc(C(=O)N(C)Cc2nc3ccccc3c(=O)[nH]2)cc1S(=O)(=O)N1CCCC1 | 1.9 | 1.3 | -3.8 | 0.3 | 0.5 | -6.3 | -2.1 | 1.8 | 0.5 | 2.2
O=C(CCC(=O)c1ccc(F)cc1)Nc1cccnc1 | -1.9 | -0.9 | 4.7 | 0.8 | -0.4 | -2.2 | 5.4 | 0.2 | -2.5 | 2.3
CCOC(=O)C(Cc1ccc(O)cc1)Nc1nc2ccccc2o1 (stereo unspecified) | -2.1 | 1.7 | -12.1 | 5.6 | -0.3 | 3.6 | -0.7 | 0.8 | -2.3 | 4.7
O=C(COC(=O)c1ccc(Br)cc1)NCCN1C(=O)CSC1=O | 0.8 | 1.8 | 12.6 | 0.5 | 0.3 | -6.9 | -1.9 | 0.9 | 0.9 | 1.0
O=C(N=C1SC2CS(=O)(=O)CC2N1c1ccc(Br)cc1)C1CCCO1 (stereo unspecified) | -3.0 | -5.1 | -3.3 | -1.6 | -1.2 | -2.4 | -1.3 | -0.4 | 0.1 | -4.4
COCCCN(Cc1ccco1)C(=O)c1cc2c(s1)-c1ccc(Cl)cc1S(=O)(=O)C2 | -2.4 | 1.3 | -2.7 | 4.4 | -0.1 | -1.7 | 1.7 | -0.8 | 2.5 | -0.6
Cc1cc(Br)cc(C)c1OCC(=O)NNC(=O)CCC(=O)NCc1ccccc1 | -0.8 | 3.0 | 1.9 | -0.4 | -0.8 | -2.2 | 3.8 | -4.0 | -1.6 | 0.5
CS(=O)(=O)N(CC(=O)NCC1CCCO1)Cc1ccc(Cl)cc1 (stereo unspecified) | 1.2 | -1.2 | 4.0 | -8.0 | -2.4 | 1.5 | 1.6 | -6.1 | -0.5 | -0.4
CS(=O)(=O)N(Cc1ccccc1)c1ccccn1 | -0.6 | -3.7 | -7.0 | 6.8 | 0.5 | 6.1 | -1.8 | -1.1 | -0.7 | -1.1
NC1=NC(c2ccccc2)=NC1(NC(=O)c1ccccc1)C(Cl)Cl (stereo unspecified) | 0.5 | 1.7 | 5.7 | 9.9 | -0.3 | -4.7 | 1.6 | -0.8 | 1.2 | 4.1
CCOC(=O)C(=O)N1CCN(CC)CC1 | -0.1 | 14.3 | 3.8 | -3.2 | 1.4 | 1.2 | -3.3 | -2.9 | 2.4 | 2.5
CCc1ccc(NC(=O)CCc2ccc(C)o2)cc1 | -2.9 | 4.8 | -7.0 | -5.0 | 3.9 | 6.4 | -0.9 | -4.2 | -2.6 | -3.5
Cc1cccc(NC(=S)NCc2ccccc2Cl)c1C | -1.2 | -8.0 | -3.7 | -6.9 | 6.5 | -3.3 | -1.1 | -2.7 | -0.6 | 7.0
COc1cccc(-c2nnc3n2N=C(c2cc(OC)ccc2OC)CS3)c1 | 1.4 | 4.4 | -8.2 | -2.7 | 4.5 | -0.2 | -2.1 | 2.9 | 5.4 | 1.1
COc1cc(NC(=O)C2CCCN(S(=O)(=O)c3ccccc3)C2)cc(OC)c1 (stereo unspecified) | . | . | -3.3 | . | 1.2 | -1.3 | 3.7 | -0.5 | -2.0 | -4.4
COc1ccc(Cl)cc1CC=NNC(=O)c1ccncc1 | -0.1 | -1.9 | 3.0 | 0.4 | -0.6 | -1.9 | 7.1 | 2.9 | 0.5 | -5.7
Cc1cccc(CC(=O)Nc2cc(C)c3c(=O)oc4ccccc4c3n2)c1 | 2.7 | -16.5 | -4.4 | -0.1 | 0.2 | -1.0 | 16.2 | 4.7 | 0.8 | -3.8
CCOC(=O)c1cnn(-c2nc(-c3cccc(F)c3)cs2)c1C(F)(F)F | 2.7 | -25.7 | -9.2 | 6.2 | -1.2 | -3.9 | 3.5 | 6.2 | -0.7 | -0.7
C=CCN(C(=O)CNC(=O)c1cccs1)C(C(=O)NC(C)(C)C)c1ccccc1 (stereo unspecified) | -1.2 | 12.0 | 7.7 | -1.9 | 3.4 | 1.0 | 3.9 | -6.2 | -1.2 | -1.1
Cc1cc(C)cc(Nc2ccc3nonc3c2[N+](=O)[O-])c1 | 0.4 | 0.7 | 1.5 | 2.5 | -1.8 | -1.0 | 5.2 | 8.3 | -1.5 | -7.5
Cc1ccc(C(=O)OCC(=O)Nc2sc3c(c2C#N)CCCCC3)cc1NC(=O)c1ccco1 | -0.9 | -50.4 | -40.1 | -4.2 | 3.8 | 1.5 | -4.9 | 17.5 | 0.0 | 1.9
Cc1ccc(Cl)cc1NC(=S)N(Cc1ccco1)C(C)c1cccs1 (stereo unspecified) | 1.2 | -18.4 | 4.7 | 5.9 | -0.7 | -2.3 | 0.1 | 2.0 | -1.1 | 1.3
S=C(NCc1ccccc1)NC1CCCCC1 | -2.3 | -12.7 | -1.1 | 0.1 | 0.6 | 4.3 | -0.9 | -5.4 | 0.0 | -3.1
COc1ccc(S(=O)(=O)N2CCC(C(=O)NC(C)CCc3ccccc3)CC2)cc1 (stereo unspecified) | -2.0 | -3.0 | -9.9 | 7.8 | 2.6 | 10.3 | 0.7 | -2.6 | -3.1 | -6.9
CC(=O)CC1OC(=O)C(Br)=C1NCc1ccccc1 (stereo unspecified) | -0.5 | 2.2 | 5.6 | -1.0 | -1.8 | -0.3 | 10.4 | 1.7 | 13.5 | 0.8
O=C(c1ccco1)N1CCCN(C(=O)c2ccco2)CC1 | -1.2 | 2.0 | -1.8 | -3.8 | 4.0 | -4.3 | 2.1 | -0.7 | -0.3 | 4.2
O=C1c2ccccc2C(=O)N1CCc1csc(-c2ccc(F)cc2)n1 | -0.3 | -9.8 | -8.1 | 1.0 | 3.0 | -3.9 | -0.2 | -1.6 | -1.5 | -2.3
C=CCN(C(=O)c1csnn1)C(C(=O)NC1CCCC1)c1ccccc1 (stereo unspecified) | 1.4 | 8.3 | 4.8 | -2.2 | 5.1 | -2.9 | -4.7 | -0.4 | -3.8 | 2.4
Cn1c(=O)c2c(nc(Oc3ccc4ccccc4c3)n2C)n(C)c1=O | 0.0 | 2.5 | 3.1 | -1.6 | 6.2 | -4.1 | 3.4 | -3.1 | -3.2 | 6.1
Cc1ccc(-c2noc(-c3ccccc3Br)n2)cc1 | -0.3 | -4.1 | -2.7 | 2.6 | 1.4 | 0.4 | -0.4 | 4.2 | 2.8 | -3.4
O=C(Nc1ccc(NC(=O)c2ccncc2)cc1)c1ccncc1 | 0.5 | . | -1.6 | -3.7 | -2.5 | -1.8 | 2.6 | 0.6 | 0.8 | 2.1
Clc1nc2ccccc2cc1/C=N/Nc1nc2ccccc2[nH]1 | 1.5 | 12.7 | 2.6 | -5.0 | 1.7 | 4.5 | -0.3 | 11.3 | 3.3 | -4.0
CCOc1ccccc1-c1nc(C(N)=O)c2[nH]c(=O)n(-c3cccc(C)c3)c2n1 | -0.4 | -7.6 | -12.7 | 5.9 | 3.2 | -0.8 | -1.9 | 3.1 | -4.3 | -0.1
O=C(CCc1nc2ccccc2c(=O)[nH]1)NCC(=O)Nc1ccc(F)c(F)c1 | 0.8 | -6.3 | 3.2 | 2.7 | -1.0 | 1.7 | -5.2 | 4.6 | 2.0 | -0.3
Cc1c(C)c2c(OCC(=O)NC3CC3)cc3c(c2oc1=O)CCC(C)(C)O3 | -0.8 | -10.8 | 2.8 | 6.1 | -1.4 | -3.3 | -1.2 | -5.1 | -2.5 | -2.7
COc1ccccc1CN1C(=O)[C@@H]2C(CC(N)=O)NC3(C(=O)Nc4c3ccc(Cl)c4C)[C@@H]2C1=O (stereo partly specified) | 1.6 | -0.4 | 1.9 | -1.1 | 2.0 | -3.9 | -3.4 | -3.5 | 0.3 | 5.4
O=C(c1ccccc1Cl)N1CCSCC1 | 0.6 | 5.5 | -8.2 | -4.7 | 0.1 | -1.8 | 2.2 | 2.0 | 2.6 | -3.0
Cc1nc(SC2CC(=O)N(c3ccc([N+](=O)[O-])cc3)C2=O)nc2c1CCCC2 (stereo unspecified) | -2.1 | 2.5 | -0.2 | 3.8 | -4.9 | -5.0 | 1.5 | 1.4 | 0.1 | -1.6
COc1ccc(S(=O)(=O)N(CC(=O)O)c2ccccn2)cc1 | 0.7 | 2.4 | 8.3 | 6.1 | -0.2 | 5.3 | 0.3 | 2.4 | 0.4 | -5.9
Cc1noc(C)c1CN(C(=S)NC1CC2CCC1C2)c1ccccc1 (stereo unspecified) | -0.8 | -15.5 | 0.6 | 3.5 | -1.4 | -1.9 | 6.0 | -4.6 | 0.0 | 0.7
COc1ccc(CNS(=O)(=O)c2ccccc2Br)c(OC)c1 | -1.1 | . | -1.3 | -1.3 | -2.8 | 2.3 | 5.0 | 2.6 | -2.1 | 2.2
CCOC(=O)C1CCN(C(=O)CN(c2ccc(OC)cc2)S(=O)(=O)c2c(C)nn(C)c2C)CC1 | -1.7 | -1.3 | -7.6 | -2.9 | 4.6 | 2.3 | 0.2 | -2.6 | 5.9 | 4.1
CCN1C(=O)C(CC(=O)Nc2ccccc2)N(Cc2ccccn2)C1=S (stereo unspecified) | 0.2 | 8.6 | 3.1 | -1.9 | 0.3 | -4.1 | 3.1 | -4.1 | 3.9 | 2.8
COc1ccc(CCNC(=O)Oc2ccccc2)cc1OC | 0.5 | 10.2 | -7.0 | -1.8 | -0.6 | 0.5 | 1.8 | -2.9 | -0.6 | -1.1
NC(=O)/C(=C\c1ccco1)NC(=O)c1ccco1 | -1.6 | 5.1 | 8.4 | -2.8 | -1.0 | 14.0* | 2.5 | 4.8 | 19.6 | -8.1
O=C1CC(c2ccc(O)c(O)c2)Oc2c1ccc(O)c2O (stereo unspecified) | -1.9 | 33.5 | 27.8 | 27.7* | 64.5* | 92.7* | -32.7 | 48.5* | 36.7* | 34.9*
CCc1ccc(NC(=O)c2cccnc2)cc1 | 2.1 | 7.7 | 6.4 | -1.5 | 4.5 | -1.2 | 3.8 | 0.1 | 1.7 | -1.2
C=CCNC(=S)Nc1nc2c(cc1C(=O)OCC)COC(C)(C)C2 | -0.2 | -2.5 | 4.0 | -3.2 | -1.4 | -0.3 | -2.0 | 0.9 | 0.4 | -1.5
COCCn1c(SCC(=O)NCCc2ccccc2)nnc1-c1ccco1 | 0.7 | -0.2 | 2.5 | 0.1 | 1.4 | 5.3 | -0.5 | 0.2 | -0.4 | 1.0
Cn1cc(-c2ccc(Cl)cc2)cc(C#N)c1=O | -1.2 | 0.8 | -0.8 | 4.2 | -3.4 | -5.4 | 2.4 | -0.1 | -0.1 | 1.8
